# KOR beta-arrestin-1: KOR antagonists, beta-arrestin recruitment, cell-based, luminescence, uHTS (AID 1778) | KOR beta-arrestin recruitment, luminescence, antagonist mode; higher % means a stronger effect | inhibition, % at 10 µM; hits with a dose series show IC50 in µM | 290,000 compounds, 0.091% hits; further: strong numbers were not always called active
# HEK293 NOD2/NF-kB: NOD2 signaling inhibitors, cell-based, luminescence, uHTS, HEK293 (AID 1566) | inhibition, % at 4 µM, or EC50 in µM where a hit was titrated | 290,000 compounds, 0.63% hits | HEK293 NOD2/NF-kB luciferase reporter, luminescence; higher % means a stronger effect; further: many of its hits are not listed in these tables
# NOD1 inhibition: NOD1 signaling inhibitors, primary screen, cell-based, luminescence, uHTS (AID 1578); NOD1-driven NF-kB luciferase reporter cells, luminescence; higher % means a stronger effect; one-dose inhibition, % at 4 µM; EC50 in µM for titrated hits; 290,000 compounds, 1% hits; in the data active means inhibition mostly above about 36%, no sharp cut-off; inactive means mostly below about 34%;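 further: HEK-293T reporter cells stimulated with the NOD1 agonist gamma-tri-DAP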
# TNAP activation fold: human TNAP enzyme activators, primary screen, biochemical, luminescent, no phosphate acceptor, uHTS (AID 1001). one-dose activation fold at 20 µM; EC50 in µM for titrated hits. purified TNAP, luminescent activation assay, no phosphate acceptor; higher activation fold means a stronger effect. 200,000 compounds, 0.03% hits; in the data active means activation fold from about 3, or a potency from the dose series; inactive means the rest, 99 in 100 with activation fold below about 1.6; further: many of its hits are not listed in these tables
# NTR1 agonist: agonists of NTR1, primary screen, imaging, U2OS cells, beta-arrestin-GFP, high content (AID 493036) | NTR1-U2OS beta-arrestin-GFP spot imaging, agonist mode | 330,000 compounds, 0.17% hits | activation, % at 20 µM;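 active means activation at or above 40% of the spot to cytoplasm intensity ratio, with at least 20 cells analyzed; inconclusive means wells under 20 cells, flagged as cytotoxic or low count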;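 further: 0% = DMSO without peptide and 100% = 100 nM NTR1 peptide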
# Target sequence (P30989 whole entry, looked up): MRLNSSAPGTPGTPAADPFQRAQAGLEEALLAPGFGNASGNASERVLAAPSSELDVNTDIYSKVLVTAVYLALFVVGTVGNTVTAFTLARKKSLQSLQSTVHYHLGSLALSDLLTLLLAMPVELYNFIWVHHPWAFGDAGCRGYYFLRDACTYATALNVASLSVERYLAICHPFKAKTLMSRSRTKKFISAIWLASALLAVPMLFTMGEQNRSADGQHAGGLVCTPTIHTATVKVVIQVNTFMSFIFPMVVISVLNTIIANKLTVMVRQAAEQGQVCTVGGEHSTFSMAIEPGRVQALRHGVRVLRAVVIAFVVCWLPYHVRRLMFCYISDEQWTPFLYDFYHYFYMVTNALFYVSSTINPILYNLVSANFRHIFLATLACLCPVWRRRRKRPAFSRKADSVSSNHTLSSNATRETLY
# GPR55 beta-arrestin: GPR55 agonists via beta-arrestin recruitment, primary screen, imaging, U2OS cells, beta-arrestin-GFP redistribution (AID 1961). U2OS GPR55 beta-arrestin-GFP redistribution imaging; higher % means a stronger effect. activation, % at 10 µM; hits with a dose series show EC50 in µM. 290,000 compounds, 0.048% hits;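 active means activation above 40% with more than 50 cells counted in the well; inconclusive means wells holding fewer than 50 cells, flagged as toxic or sparse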;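 further: U2OS osteosarcoma cells stably expressing GPR55 and beta-arrestin-GFP; plate controls were DMSO negative control for no effect and LPI positive control for full effect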
# CSM14.1 death rescue: rescue of cells from ER stress-induced death, primary screen, 384-well, CSM14.1, thapsigargin, ATP luminescence (AID 1222); CSM14.1 thapsigargin-induced death rescue, ATP luminescence; higher % means a stronger effect; cellular ATP content (survival), % at 20 µM, or EC50 in µM where a hit was titrated; 190,000 tested, under 10 active;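 active means EC50 below 50 µM in the dose-response confirmation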;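 further: death triggered by thapsigargin at about 15 µM added after 2 h compound pretreatment; cell ATP read after overnight thapsigargin exposure of roughly 18 to 22 hours; normalized against plate controls of thapsigargin alone and 5% DMSO vehicle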
# KOR beta-arrestin-2: kappa opioid receptor activators – cell-based, luminescence, uHTS, primary screen (AID 1777). KOR beta-arrestin recruitment, luminescence; higher % means a stronger effect. 280,000 compounds, 0.02% hits. activation, % at 10 µM, or EC50 in µM where a hit was titrated; in the data active means activation above about 50%, passing the limit was not always enough; further: a part of the inactive calls stands beside numbers as strong as those of hits
# Yfh1-off respiration: mitochondrial function rescue without frataxin homolog – Friedreich's ataxia, plus single-dose screen, dose response (AID 1465) | S. cerevisiae Yfh1-off respiration, WST-1 reduction, 72 h; higher fold induction means a stronger effect | fold induction at 50 µM, or EC50 in µM where a hit was titrated | 220,000 compounds, 0.074% hits;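 active means fold induction of absorbance versus untreated yeast above a set limit, then at least 30% activation at any dose in follow-up; inconclusive means repeats straddling the limit, or above it without dose testing; inactive means fold induction below the set limit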;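 further: activators that raise dye reduction in frataxin-depleted yeast; strong numbers were not always called active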
# NTR1 agonist cell count 20 µM: also measured in NTR1 agonist; calls as there; cell count; measured here: cell count, cytotoxicity flag
# * marks the source's active call; other numbers are inactive results; i = inactive; ? = inconclusive; · = no result given; [ ] = another dose, or the depositor's remark. Unless noted, no stated cut-off is given here; in the data, active means inhibition above about 50%; inactive means the rest. Only part of the results is shown; count on the stated rates, not on these rows.
SMILES,KOR beta-arrestin-1,HEK293 NOD2/NF-kB,NOD1 inhibition,TNAP activation fold,NTR1 agonist,NTR1 agonist cell count 20 µM,GPR55 beta-arrestin,CSM14.1 death rescue,KOR beta-arrestin-2,Yfh1-off respiration
O=C(CNS(=O)(=O)c1ccccc1)OCC(=O)c1cccc([N+](=O)[O-])c1,44%,-1%,-28%,1.3,0.4,52,0.5%,-2.0%,-2.8%,i
CN(CCc1cn[nH]c1)C(=O)C1CCC(=O)N(CC2CCCCC2)C1 (configuration not stated),-31%,14%,6%,·,0.8,47,0.0%,·,-0.4%,·
O=C(Cn1cc(C(=O)c2cccs2)c2ccccc21)NCc1ccc2c(c1)OCO2,16%,-14%,-20%,1.1,-0.1,97,-0.1%,1.7%,1.6%,i
COc1ccc(CCN(Cc2ccccn2)C(=S)Nc2cccc(C)c2)cc1OC,28%,-3%,-30%,1.1,-0.4,60,0.1%,-0.1%,-6.5%,i
O=C(NCc1ccco1)c1ccc(COc2ccccc2[N+](=O)[O-])o1,-34%,13%,-12%,·,-0.1,62,0.2%,·,-1.4%,·
CN1CCN(S(=O)(=O)c2ccc(NC(=O)c3ccco3)cc2)CC1,26%,10%,2%,1.2,-2.2,39,-0.2%,3.0%,2.7%,i
O=[N+]([O-])c1cccc(N/N=C/c2cccc(O)c2O)c1,-18%,-142%,-58%,1,10,52,-0.3%,0.3%,-10%,i
CC1(C)CC(=O)c2cc(NC(=O)c3ccccc3)c(=O)oc2C1,0%,-4%,-25%,1.1,1.3,61,1.2%,-0.4%,-5.5%,i
CCOc1ccc(C(C(=O)NCC2CCCO2)N(CCc2cccc(C)c2)C(=O)c2snc(C(N)=O)c2N)cc1 (configuration not stated),-61%,-4%,-4%,·,5.0,50,-0.1%,·,6.4%,·
O=C(/C=C/c1cccc(Oc2ccccc2)c1)N1CCOCC1,-22%,-18%,-28%,1,-0.9,84,-0.2%,-1.3%,0.0%,i

# Compound profiles (already shown).
# O=C(CNS(=O)(=O)c1ccccc1)OCC(=O)c1cccc([N+](=O)[O-])c1 is listed with KOR beta-arrestin-1: 44%; HEK293 NOD2/NF-kB: -1%; NOD1 inhibition: -28%; TNAP activation fold: 1.3; NTR1 agonist: 0.4; NTR1 agonist cell count 20 µM: 52; GPR55 beta-arrestin: 0.5%; CSM14.1 death rescue: -2.0%; KOR beta-arrestin-2: -2.8%; Yfh1-off respiration: i
# CC1(C)CC(=O)c2cc(NC(=O)c3ccccc3)c(=O)oc2C1 is listed with KOR beta-arrestin-1: 0%; HEK293 NOD2/NF-kB: -4%; NOD1 inhibition: -25%; TNAP activation fold: 1.1; NTR1 agonist: 1.3; NTR1 agonist cell count 20 µM: 61; GPR55 beta-arrestin: 1.2%; CSM14.1 death rescue: -0.4%; KOR beta-arrestin-2: -5.5%; Yfh1-off respiration: i

# (next part)
SMILES,KOR beta-arrestin-1,HEK293 NOD2/NF-kB,NOD1 inhibition,TNAP activation fold,NTR1 agonist,NTR1 agonist cell count 20 µM,GPR55 beta-arrestin,CSM14.1 death rescue,KOR beta-arrestin-2,Yfh1-off respiration
CCN(CC)S(=O)(=O)c1ccc(NN=c2c(=O)c3ccccc3c2=O)cc1,24%,6%,-12%,·,0.4,62,-0.1%,·,1.1%,i
O=C(CSc1nnc(-c2ccccc2)c(-c2ccccc2)n1)Nc1ccc(Br)cn1,26%,5%,-13%,1.1,·,·,0.1%,1.1%,5.4%,i
CCS(=O)(=O)N1CCCC(C(=O)NCCc2ccc(C)cc2)C1 (configuration not stated),12%,14%,-16%,1,3.5,53,0.5%,-3.4%,6.4%,i
O=C(c1cc2cc([N+](=O)[O-])ccc2oc1=O)N1CCN(c2ncccn2)CC1,-8%,-1%,-8%,1.1,-0.9,60,-0.1%,-0.8%,-1.1%,i
Cc1ccc(SCC(=O)NC2CC3CCC(C2)N3C)cc1 (configuration not stated),-50%,-7%,5%,·,-0.2,48,-0.1%,·,3.7%,i
CNC(=O)c1cccnc1Nc1cccc(C(F)(F)F)c1,22%,-15%,-15%,1.2,-0.2,91,0.1%,0.6%,0.4%,i
CCOC(=O)C1=C(C)NC(=O)NC1c1cn(-c2ccccc2)nc1-c1cccs1 (configuration not stated),39%,-12%,-25%,1.1,3.6,41,0.2%,-0.5%,8.0%,i
Cc1cccc(CN2C(=O)CSc3ccc(C(=O)NC4CC4)cc32)c1,8%,6%,-37%,·,1.5,47,-0.2%,·,-1.2%,·
CC(C)CC(=O)Nc1ccccc1N1CCN(C(=O)c2ccccc2)CC1,5%,-7%,·,1.1,-4.2,79,0.3%,-2.0%,0.3%,·
COc1cccc(NC(=O)CCc2nc(-c3cccs3)no2)c1,-8%,-11%,-2%,·,-0.7,62,0.2%,·,-5.4%,·
CCCC(=O)Nc1ccc(C(=O)NNC(=S)NC(=O)c2cccs2)cc1,-11%,3%,25%,1,-0.2,45,-0.1%,2.0%,3.3%,i
CCc1ccc(Nc2ccc(S(=O)(=O)N3CCOCC3)cc2[N+](=O)[O-])cc1,0%,12%,-2%,0.8,3.6,69,0.7%,-1.1%,-2.8%,i
CC(C)Cc1nnc(NC(=O)CCC(=O)N2CCN(c3ccc(Cl)cc3)CC2)s1,-30%,15%,-29%,·,-0.4,52,0.2%,·,-4.2%,·
CCCCC(=O)Nc1ccc(C(=O)NNC(=O)c2ccccc2Br)cc1,-18%,5%,5%,1.1,0.0,77,-0.1%,-1.2%,7.5%,i
CC(Nc1cc(N2CCOCC2)ccc1[N+](=O)[O-])c1ccccc1 (configuration not stated),3%,-14%,-2%,0.9,4.0,30,-0.1%,8.7%,1.9%,i
Cc1ccc(OC(=O)N2CCOCC2)cc1,22%,8%,14%,1.1,-1.5,75,0.0%,-0.5%,-0.6%,i
O=C(C1CCCN(Cc2ccc([N+](=O)[O-])cc2)C1)N1CCCCC1 (configuration not stated),-32%,-2%,-5%,·,0.8,94,0.0%,·,3.4%,·
Cn1nnnc1SC(C(=O)Nc1ccc(F)cc1)c1ccccc1 (configuration not stated),-19%,-12%,-20%,1,2.0,50,-0.2%,-0.8%,-0.9%,i
Nc1nc(Nc2ccccc2F)nc(NCc2ccco2)c1[N+](=O)[O-],12%,-15%,-7%,·,1.8,49,-0.2%,·,1.2%,i
CC(C)COC(=O)c1ccc(NC(=O)C2C3CCC(C3)C2C(=O)O)cc1 (configuration not stated),-20%,-76%,-48%,1,1.2,39,-0.2%,0.3%,4.8%,i
COc1ccccc1NS(=O)(=O)NC(=O)c1c(C)[nH]c2ccccc12,-31%,6%,-14%,·,0.3,50,-0.2%,·,-1.8%,·
Cc1ccc(O)c(NC(=O)CCC2CCCCC2)c1,-23%,-75%,-31%,1.1,-1.3,35,-0.1%,-2.0%,4.2%,i
CCOc1ccccc1NC(=O)Nc1cnccn1,-24%,15%,12%,1.1,1.3,79,-0.4%,-0.9%,0.3%,i
CCOc1ccc(N(CC(=O)NC2CCCCCC2)S(=O)(=O)c2c(C)noc2C)cc1,8%,-2%,0%,0.8,-0.7,59,-0.1%,3.3%,4.1%,i
CC(C)c1ccc(NC2CCCN(C(=O)c3ccncc3)C2)cc1 (configuration not stated),-12%,31%,9%,·,-0.1,62,0.0%,·,-2.4%,·
Nc1nnn(CC(=O)N/N=C/c2ccncc2)n1,-34%,24%,8%,·,-0.6,59,-0.2%,·,7.2%,i
Cc1onc(-c2c(Cl)cccc2Cl)c1C(=O)N=C(N)N1CCOCC1,0%,5%,-10%,·,-0.6,54,-0.4%,·,-0.8%,i
O=C(NCc1cccc(C(F)(F)F)c1)C1CC(c2ccc(C(F)(F)F)cc2)=NO1 (configuration not stated),-12%,-9%,-5%,·,-0.9,104,-0.1%,·,6.9%,i
COC(=O)c1ccccc1NC(=O)COC(=O)c1ccco1,-24%,13%,3%,1.1,0.5,83,-0.2%,1.3%,-2.5%,i
COc1cccc(CN2CC(C(=O)N3CCOCC3)CCC2=O)c1 (configuration not stated),-10%,2%,-44%,·,-1.1,70,0.2%,·,-1.4%,·
CC(C)(C)SCCSC1=CC(=O)CC(c2ccccc2)C1 (configuration not stated),18%,-18%,-9%,·,-0.1,59,-0.1%,·,-0.9%,·
CCCCCCC(C)n1cc(C(C)=O)c(=O)[nH]c1=O (configuration not stated),-15%,22%,11%,1.1,-1.1,81,-0.1%,3.2%,1.0%,i
O=C(O)c1cccnc1SCc1cccc(Br)c1,10%,-9%,-9%,·,0.1,90,0.0%,·,-4.3%,·
COc1ccccc1OCCC(=O)OCC(=O)NCc1ccc(Cl)cc1,-5%,1%,-18%,1,-0.6,43,0.6%,-2.4%,-1.1%,i
Cc1onc(-c2ccccc2Cl)c1C(=O)NC1CCCCCC1,-20%,-8%,-9%,·,0.8,90,0.0%,·,2.2%,·
Cc1ccnc(NCn2nnc3ccccc32)c1,-26%,24%,14%,1.1,2.2,68,0.1%,-2.7%,0.9%,i
O=C(O)c1ccc2c(c1)C(=O)N(CCCCCCCN1C(=O)c3ccc(C(=O)O)cc3C1=O)C2=O,-19%[20 µM],0%,17%,·,-1.3,60,0.0%,·,-4.3%,·
COc1ccc(/C=N/OCC(=O)NC(c2ccccc2)c2ccccc2)cc1OC,-18%,33%,37%,1.1,2.9,51,-0.4%,1.7%,13%,i
Cc1ccc(NC(=O)CSc2nnc(NC(=O)CN3CCOCC3)s2)cc1,-84%,-6%,28%,1.1,1.6,87,0.7%,-1.2%,3.8%,i
O=c1[nH]c2ccccc2n1C1CCCCC1,-9%,4%,-6%,1,-0.6,81,-0.1%,5.9%,-1.3%,·
O=C(/C=C/c1ccccc1Cl)c1ccc[nH]1,-34%,-27%,-22%,1,-0.7,75,-0.2%,-3.8%,-1.6%,i
CCn1c(SCC(=O)c2ccc3c(c2)OCCO3)nnc1C(C)C,-20%,3%,-12%,1.1,1.5,56,-1.0%,0.4%,-0.6%,i
O=C(Nc1cccc2cccnc12)c1ccc(Cl)cc1Cl,6%,-1%,-7%,·,7.5,79,0.3%,·,-3.9%,·
CCN(c1ccccc1)S(=O)(=O)c1c[nH]c2ccc([N+](=O)[O-])cc12,7%,0%,-29%,·,2.4,71,-0.2%,·,-6.2%,·
COc1cccc(N2C(=O)C3CCCN3C2c2ccc(N(C)C)cc2)c1 (configuration not stated),-27%,-33%,0%,0.8,0.3,56,-0.2%,-1.6%,0.4%,i
Cc1ccccc1NC1=C(C(=O)c2ccccc2)N(C)S(=O)(=O)c2ccccc21,8%,7%,23%,0.9,7.8,80,-0.1%,23%,-2.2%,?
O=C1c2cccnc2C(O)N1C1CCCCC1 (configuration not stated),2%,0%,-10%,1.1,0.5,73,-0.1%,-0.9%,-0.6%,i
COCCNCC(=O)N1c2ccccc2Sc2ccccc21,11%,9%,-16%,·,-0.9,62,0.2%,·,-3.2%,·
CCOC(=O)C1CCN(c2ccc([N+](=O)[O-])cc2)CC1,11%[20 µM],-6%,-35%,0.9,-0.8,89,0.2%,2.2%,·,i
